Screening results deposited in PubChem by Johns Hopkins Ion Channel Center.
CHT block: inhibits the human high affinity choline transporter. Q9GZV3. CHT-expressing cells, membrane potential dye, choline response; hits give low values. B-score at 10 µM. actives 0.86% (n = 310,000). AID 488975;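 active = B-score over 3 SD under the library average, and starting fluorescence ratio not unusually high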;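 note: choline stimulus applied at its EC90 after an EC20 pre-addition; B-score computed on integrated fluorescence ratio after choline addition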
CHT PAM: allosteric activators of human choline transporter CHT; Q9GZV3; CHT-expressing cells, membrane potential dye, choline EC20; hits give high values; LV-AA mutant CHT in HEK293 cells; B-score at 10 µM; actives 0.49% (n = 310,000); AID 488977;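 active = initial fluorescence not abnormally high and integrated response B-score, plate-corrected, over 3 SD above library mean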
Calls only; i = inactive. Rows are unselected, and some 1.4% of all compounds hit somewhere here.

> O=C(c1ccc2nc(N3CCOCC3)sc2c1)N1CCC(Cc2ccccc2)CC1
  CHT block: i | CHT PAM: i
> COc1ccc2c(CC(=O)OCC(=O)Nc3ccccc3[N+](=O)[O-])coc2c1
  CHT block: i | CHT PAM: i
> COc1ccc(-n2cc(C(=O)c3cc4ccccc4oc3=O)c(C(C)=O)n2)cc1
  CHT block: i | CHT PAM: i
> CCn1c(SCC(=O)c2[nH]c(C)c(C(C)=O)c2C)nnc1-c1cccs1
  CHT block: i | CHT PAM: i
> CCC1C(=O)C(CC)C(c2ccccc2)NC1c1ccccc1 (centres undefined)
  CHT block: i | CHT PAM: i
> COc1ccccc1NC(=O)CCN1C(=O)c2ccccc2S1(=O)=O
  CHT block: i | CHT PAM: i
> COc1ccc(NC(=S)N(C(C)C)C2CCN(C(C)C)CC2)cc1Cl
  CHT block: i | CHT PAM: i
> CC(C)N(C(=O)Cn1cc(SCC(=O)N2CCCC2)c2ccccc21)C(C)C
  CHT block: i | CHT PAM: i
> O=Cc1cn(CC(O)CN2CCCCC2)c2ccccc12 (centres undefined)
  CHT block: i | CHT PAM: i
> CCOc1ccc(CNC(=O)C2CCCN(S(C)(=O)=O)C2)cc1OC (centres undefined)
  CHT block: i | CHT PAM: i
> CN(CC(=O)NCCc1ccc(F)cc1)Cc1ccc(Br)cc1
  CHT block: i | CHT PAM: i
> O=C(Cn1c(=O)sc2ccccc21)Nc1ccccc1C(=O)O
  CHT block: i | CHT PAM: i
> COc1cccc(CN(C)CC(=O)Nc2c(C)cccc2C(C)C)c1
  CHT block: i | CHT PAM: i
> Cc1cc(C)cc(N(C(=O)c2ccc3c(c2)OCO3)C2C=CS(=O)(=O)C2)c1 (centres undefined)
  CHT block: i | CHT PAM: i
> CC(OC(=O)CCSc1ccccc1)C(=O)Nc1ccc(S(N)(=O)=O)cc1 (centres undefined)
  CHT block: i | CHT PAM: i
> Cc1cc(NC(=O)CSCC(=O)Nc2ccc(Cl)c(C(F)(F)F)c2)no1
  CHT block: i | CHT PAM: i
> Cc1ccc(C)c(NS(=O)(=O)c2ccc3c(c2)NC(=O)CO3)c1
  CHT block: i | CHT PAM: i

Profiles, looked up by structure. Order of values: CHT block	CHT PAM
Listed for CCn1c(SCC(=O)c2[nH]c(C)c(C(C)=O)c2C)nnc1-c1cccs1 = i	i
Listed for CC(OC(=O)CCSc1ccccc1)C(=O)Nc1ccc(S(N)(=O)=O)cc1 (centres undefined) = i	i

An excerpt from above in order of number of heavy atoms, low to high:
> CN(CC(=O)NCCc1ccc(F)cc1)Cc1ccc(Br)cc1
  CHT block: i | CHT PAM: i
> COc1cccc(CN(C)CC(=O)Nc2c(C)cccc2C(C)C)c1
  CHT block: i | CHT PAM: i
> COc1ccc(-n2cc(C(=O)c3cc4ccccc4oc3=O)c(C(C)=O)n2)cc1
  CHT block: i | CHT PAM: i
> O=C(c1ccc2nc(N3CCOCC3)sc2c1)N1CCC(Cc2ccccc2)CC1
  CHT block: i | CHT PAM: i
